WRN helicase inh: blocks human WRN helicase; Potency, µM (series often up to 114 µM), for the others: at the highest dose activity change, negative = inhibition, hits mostly inhibitors; WRN helicase unwinding, fluorescent forked duplex, kinetic; 0.46% of 360,000 active; AID 651768; note: potency is the fitted concentration of half-maximal effect; % is set by controls: 0 for no effect and ±100 for the full control effect; nearly all actives have a fitted effect of over 55% in size
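Primary qHTS, 1536-well format. 20 nM WRN + compound, 15 min RT; start with 100 nM forked fluorophore/quencher duplex, 2 mM ATP (final); kinetic read ex 525/em 598 nm.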
PI5P4Ka inh: blocks human PI5P4K alpha kinase activity | max response, % | PI5P4Kalpha enzyme, ADP-Glo luminescence, 60 min; active compounds read low | P48426 | 1.2% of 330,000 active; active = max response of -50% or lower; inconclusive = between -30% and -50%; inactive = -30% or higher; note: value at the top dose of about 77 µM; % is set by controls: 0 for no effect and ±100 for the full control effect
Target sequence (P48426 whole entry, looked up): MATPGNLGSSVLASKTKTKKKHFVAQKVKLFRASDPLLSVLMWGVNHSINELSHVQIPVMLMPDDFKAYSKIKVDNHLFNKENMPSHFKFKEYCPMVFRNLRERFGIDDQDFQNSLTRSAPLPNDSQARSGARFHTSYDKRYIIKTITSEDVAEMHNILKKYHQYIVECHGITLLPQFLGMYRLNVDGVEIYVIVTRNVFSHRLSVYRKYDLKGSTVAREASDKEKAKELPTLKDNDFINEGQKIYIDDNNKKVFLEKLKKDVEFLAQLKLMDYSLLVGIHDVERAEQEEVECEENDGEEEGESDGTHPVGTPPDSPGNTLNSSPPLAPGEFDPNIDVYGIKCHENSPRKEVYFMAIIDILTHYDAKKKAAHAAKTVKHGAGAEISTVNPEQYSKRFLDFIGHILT
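qHTS, 1536-well: enzyme/substrate mix, compound by pin tool, 5 microM ATP final; RT 60 min; ADP-Glo reagents 1 (45 min) then 2 (30 min); luminescence.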
Abeta yeast res: compounds reversing amyloid beta toxicity in yeast; yeast expressing A-beta42, growth rescue, OD600, 48 h; response scale: 0% DMSO, 100% iron-clioquinol control; Potency, µM (top dose mostly 46.1 µM), for the others: top-dose growth rescue, hits mostly activators; 0.063% of 410,000 active; note: potency is the fitted concentration of half-maximal effect; nearly all actives have a fitted effect of over 55% in size
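Yeast growth medium received pinned compounds, then yeast cells expressing toxic A-beta were added; plates incubated at 30 C for 48 hr. Growth read as absorbance at 600 nm, normalized to DMSO and equimolar FeCl3 plus clioquinol controls.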
IL-2 act: IL-2 activation; 0.065% of 360,000 active; IL-2 activation reporter assay, cell-based qHTS; stimulated with anti-CD3/CD4/CD28 beads; in transgenic mouse T cells; activation, % (series mostly up to about 46 µM); AID 652025; in the data active = activation above about 50%; inconclusive = mostly about 30% to 49%; note: 0% is about no effect
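Screening format: compound pinned onto unstimulated transgenic mouse T cells, 60 min incubation, then anti-CD3/anti-CD4/anti-CD28 bead stimulation for 18 hours at 37 degrees C, followed by EGFP and DsRed detection.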
EPAC1 antag: EPAC1 (human) antagonism | O95398 | EPAC1 GEF assay, Rap1b-BODIPY-GDP exchange fluorescence | Potency, µM (doses to about 115 µM), inactives show top-dose activity change, negative = inhibition, most hits filed as inhibitors | 0.14% of 360,000 active | AID 720709;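 note: potency is the fitted concentration of half-maximal effect; plate controls were vehicle for no effect and positive control for full effect; nearly all actives have a fitted effect of over 50% in size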
PLK1 PBD block: blocks phosphopeptide binding to human PLK1 polo-box domain; Potency, µM, without a hit: max response, negative = inhibition, actives largely listed as inhibitors; 2.8% of 360,000 active; Plk1 PBD binding of FITC phosphopeptide, fluorescence polarization; P53350; AID 720504; note: potency is the fitted concentration of half-maximal effect; series mostly up to about 57 µM; % is set by controls: 0 for no effect and ±100 for the full control effect; nearly all actives have a fitted effect of over 65% in size
Target sequence (P53350 whole entry, looked up, the tested form may be a part): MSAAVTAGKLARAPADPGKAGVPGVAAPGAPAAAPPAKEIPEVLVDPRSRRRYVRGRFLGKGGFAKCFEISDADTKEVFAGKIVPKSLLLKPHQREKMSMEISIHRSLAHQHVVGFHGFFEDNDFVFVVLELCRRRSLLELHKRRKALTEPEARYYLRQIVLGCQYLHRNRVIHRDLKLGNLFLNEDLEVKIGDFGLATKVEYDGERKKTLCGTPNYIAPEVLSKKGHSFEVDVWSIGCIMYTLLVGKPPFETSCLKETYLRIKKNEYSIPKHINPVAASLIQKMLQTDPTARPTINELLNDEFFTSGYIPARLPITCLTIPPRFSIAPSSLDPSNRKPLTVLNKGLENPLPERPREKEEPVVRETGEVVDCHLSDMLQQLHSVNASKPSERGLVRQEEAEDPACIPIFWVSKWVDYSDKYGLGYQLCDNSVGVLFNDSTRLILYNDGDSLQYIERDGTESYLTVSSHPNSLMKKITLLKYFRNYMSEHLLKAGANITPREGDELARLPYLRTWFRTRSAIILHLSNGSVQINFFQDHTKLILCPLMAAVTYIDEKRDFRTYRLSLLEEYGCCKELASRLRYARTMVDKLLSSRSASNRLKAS
FUS suppressor: rescues growth of FUS-expressing yeast. S. cerevisiae FUS-expressing, growth rescue, OD600, 24 h. Potency, µM (titrated, usually from 76.6 µM), for the others: at the highest dose growth rescue (activation), hits mostly activators. 0.24% of 390,000 active. AID 1347120;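 note: potency is the fitted concentration of half-maximal effect; plate controls were DMSO vehicle for no effect and reference control for full effect; nearly all actives have a fitted effect of over 55% in size; some results filed as inactive show a strong effect at the top dose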
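Restored growth of FUS-toxic S. cerevisiae, read as 600 nm absorbance after 24 h at 30C in galactose medium (starting OD 0.005). Controls CP55940 and DMSO.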
EPAC1 ag: EPAC1 (human) agonism. AID 720707. O95398. 0.073% of 360,000 active. EPAC1 agonist qHTS, biochemical assay; response scale: 100% = response to 6.5 mM cAMP. Potency, µM (highest dose often 154 µM), for the others: at the highest dose activation, most hits filed as activators; note: potency is the fitted concentration of half-maximal effect; nearly all actives have a fitted effect of over 60% in size
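Fluorescent GDP-exchange assay: 100 nM EPAC1 with 250 nM Rap1B preloaded with BODIPY-GDP and 50 uM GDP; compounds tested as concentration series, 5 min at room temperature, then read every 5 min for 30 min (ex 480/em 540 nm); normalized to 6.5 mM cAMP.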
* = called active by the depositor; ? = inconclusive; / = not tested or not shown; & = joins results of further samples; [ ] = remark or other dose. Unless noted, calls come from the whole dose curve; as a rule, active = well fitted curve in the direction sought with a large enough effect; inconclusive = small, poorly fitted or top-dose-only effect, or another doubt; inactive = no such curve, though single readings can be large; an effect the other way counts as inactive or inconclusive.

SMILES | WRN helicase inh | PI5P4Ka inh | Abeta yeast res | IL-2 act | EPAC1 antag | PLK1 PBD block | FUS suppressor | EPAC1 ag
N#CCCN(Cc1cccnc1)S(=O)(=O)c1ccc(S(=O)(=O)N2CCCCCC2)cc1 | -7% | / | 7% | -0.1 | 1% | -3% | 1% | 1%
CC(=O)NC(Cc1cc(C)ccc1C)C(=O)N1CCN(C(=O)Nc2ccc(C(C)=O)cc2)CC1 (stereo not given) | 3% | / | 7% | 0.3 | 0% | 3% | 24% | -7%
COc1ccccc1C1(CC(=O)N2CCCCC2)CCOC(C(C)C)C1 (stereo not given) | -7% | / | 5% | 0.0 | 3% | -8% | 60% | 3%
O=c1cc(CSc2ccc(Cl)cc2)nc2nc[nH]n12 | -10% | -67* | 9% | -2.7 | 2% | -6% | 10% | 5%
Cc1ccccc1NC(=O)c1c(C)cc(=O)oc1C | 2% | 1 | 2% | 1.3 | -22% | 1% | 15% | 6%
Cn1nc(C(=O)OCC(=O)Nc2ccccc2OC(F)F)c2ccccc2c1=O | 2% | 2 | 1% | -0.8 | 7% | -5% | 2% | -9%
COc1cccc(/C=N/NC(=O)c2ccccc2)c1OS(=O)(=O)c1ccccc1 | 11% | -7 | 8% | -3.1 | 0% | -1% | 18% | -8%
CC1Cc2nc(SCC(=O)NCc3ccco3)n(-c3ccccc3)c(=O)c2S1 (stereo not given) | -9% | -1 | 7% | 2.3 | -3% | -3% | 6% | -11%
COCc1cc(C)nc(SCC(=O)NC2CCCCC2C)c1C#N (stereo not given) | -21% | 8 | -16% | -2.7 | 1% | -13% | / | 4%
COc1ccccc1/C=C(/C(=O)OCC(=O)Nc1ccccc1C)c1ccccc1 | -8% | 4 | 11% | 0.0 | -23% | 5% | 12% | 10%
COc1cc2c(=O)n(CCC(=O)NCC3CCCO3)c(=O)n(CC(=O)Nc3ccc(C)cc3)c2cc1OC (stereo not given) | 8% | 0 | 6%&-15% | 0.8 | 0% | 0% | 7%&9% | 4%
CC1=C(C#N)C(NC(=O)c2ccccc2Cl)(C(F)(F)F)C(=O)N1 (stereo not given) | 13% | -4 | -12%&0% | 4.7 | 8% | -10% | -2% | -7%
COc1ccc(C2Nc3cccc4cccc(c34)N2)cc1Br | ? | 3 | ? | -2.9 | -5% | -26% | 19% | 3%
COc1ccc(C(=O)N2CC(=O)N(CCc3ccccc3)C(=O)C2)cc1OC | -31% | 5 | -9% | 2.4 | -2% | -14% | 0% | 6%
O=C(Cc1ccccc1)NNC1CC(=O)N(c2ccc(Br)cc2)C1=O (stereo not given) | -2% | 2 | -14% | -1.4 | -6% | -1% | 57% | -4%

Entries of single compounds from above. Order of values: WRN helicase inh, PI5P4Ka inh, Abeta yeast res, IL-2 act, EPAC1 antag, PLK1 PBD block, FUS suppressor, EPAC1 ag
CC1=C(C#N)C(NC(=O)c2ccccc2Cl)(C(F)(F)F)C(=O)N1 (stereo not given) across the screens: 13%, -4, -12%&0%, 4.7, 8%, -10%, -2%, -7%
Cc1ccccc1NC(=O)c1c(C)cc(=O)oc1C across the screens: 2%, 1, 2%, 1.3, -22%, 1%, 15%, 6%
O=c1cc(CSc2ccc(Cl)cc2)nc2nc[nH]n12 across the screens: -10%, -67*, 9%, -2.7, 2%, -6%, 10%, 5%
Cn1nc(C(=O)OCC(=O)Nc2ccccc2OC(F)F)c2ccccc2c1=O across the screens: 2%, 2, 1%, -0.8, 7%, -5%, 2%, -9%
COc1ccc(C2Nc3cccc4cccc(c34)N2)cc1Br across the screens: ?, 3, ?, -2.9, -5%, -26%, 19%, 3%

(next part)
SMILES | WRN helicase inh | PI5P4Ka inh | Abeta yeast res | IL-2 act | EPAC1 antag | PLK1 PBD block | FUS suppressor | EPAC1 ag
CCN1CCc2c(sc(NC(=O)C3CCCCC3)c2C(=O)OC)C1 | -1% | 1 | -1% | -2.6 | -1% | 5% | -19% | 1%
CCN1CCN(C(=S)NC(=O)c2cc(OC)c(OC)c(OC)c2)CC1 | -35% | -10 | 12% | 0.8 | -13% | -18% | 6% | 2%
O=C(O)/C=C/C(=O)NC1CCCCCCCCCCC1 | -20% | -1 | 10% | 1.0 | 15% | 2% | -8% | 7%
CC(C)C1=Nc2cccc3cccc(c23)N1 | -4% | -18 | -12% | -0.5 | -7% | 9.5µM* | -9% | 2%
CC1(C(=O)N/N=C/c2ccc3c(c2)OCO3)CC1(Br)Br (stereo not given) | -1% | -7 | -4% | 1.1 | 4% | 2% | 10% | -8%
C/C=C/c1ccc(OCCCCOc2ccccc2F)c(OC)c1 | 2% | 4 | 2% | 0.7 | -11% | 2% | 0% | -2%
Cc1cc(Cl)ccc1OC(C)C(=O)NCCCCc1ccccc1 (stereo not given) | -5% | / | 8% | 0.6 | -13% | -5% | 20% | 21%
CCCN1CCN(C2CCCCC2NS(=O)(=O)c2ccc(Cl)cc2)CC1 (stereo not given) | -1% | -5 | 10% | -3.9 | 15% | -9% | 15% | 4%
COc1ccc(C2=Cc3ccccc3C(CC(=O)C3CC3)N2c2ccc(C#CCCO)cc2)cc1 (stereo not given) | -7% | 18 | 14% | 0.8 | 3% | -8% | ? | 2%
COc1ccnc(Oc2ccc(F)cc2)c1-c1ncn[nH]1 | 5% | 3 | -3% | 3.0 | -29% | -8% | -2% | 0%
O=C1CCc2cc(S(=O)(=O)N3CCC(C(=O)NC4CCCCCCC4)CC3)ccc2N1 | -6% | 1 | -4% | -4.4 | -18% | -4% | 4% | -4%
CC1=NC(C)(C)Cc2ccccc21 | 5% | / | -7% | -2.2 | 6% | 3% | -1% | -10%
Cc1cc(C)c(NC(=O)CSc2nnc(SCC(=O)Nc3c(C)cc(C)cc3C)n2N)c(C)c1 | 7% | -3 | -9% | 1.3 | 10% | 2% | 13% | -5%
C[C@H]1CN([C@@H](C)CO)C(=O)CCCn2nncc2CO[C@H]1CN(C)S(C)(=O)=O | 3% | -5 | 7% | 0.9 | -5% | 5% | 0% | -7%
CCCOc1ccc(-c2nc(C#N)c(N3CCN(CC)CC3)o2)cc1 | -1% | 0 | 13% | 0.4 | -9% | 1% | -15% | -2%

Part of the list above, set out differently:
molecule,WRN helicase inh,PI5P4Ka inh,Abeta yeast res,IL-2 act,EPAC1 antag,PLK1 PBD block,FUS suppressor,EPAC1 ag
CC(=O)NC(Cc1cc(C)ccc1C)C(=O)N1CCN(C(=O)Nc2ccc(C(C)=O)cc2)CC1 (stereo not given),3%,/,7%,0.3,0%,3%,24%,-7%
Cc1cc(Cl)ccc1OC(C)C(=O)NCCCCc1ccccc1 (stereo not given),-5%,/,8%,0.6,-13%,-5%,20%,21%

(listing goes on)
SMILES | WRN helicase inh | PI5P4Ka inh | Abeta yeast res | IL-2 act | EPAC1 antag | PLK1 PBD block | FUS suppressor | EPAC1 ag
COC(=O)C[C@@H]1C=C[C@H](NC(=O)c2ccccc2)[C@@H](CO)O1 | -1% | -1 | -2% | -0.4 | 3% | -5% | -15% | -8%
CCOC(=O)N1CCN(C(=O)CN(Cc2ccccc2)S(C)(=O)=O)CC1 | 5% | / | 3% | 0.7 | 17% | -7% | 25% | 0%
Cc1nnc(NC(=O)CCN2C(=O)C3CC=CCC3C2=O)s1 (stereo not given) | 11% | -2 | 2% | 0.6 | 14% | 0% | -9% | 0%
CC[C@@H](C)[C@@H](C(=O)N1CCN(C(=O)OC(C)(C)C)CC1)n1cc(CCC(=O)O)nn1 | 2% | 1 | -4% | 0.5 | 8% | -9% | -12% | 12%
CN(C)CCCN(C(=O)/C=C/c1cccs1)c1nc2ccc(F)cc2s1 | -15% | -9 | 6% | -1.8 | -2% | 4% | 34% | 1%
N#Cc1ccc(S(=O)(=O)Nc2ccc3ccccc3n2)cc1 | 4% | -5 | -3% | 0.3 | -20% | 4% | -20% | 11%
COC(=O)c1ccc(CO/N=C/c2ccc(OC)cc2)o1 | 2% | 5 | -40%[inhibitor] | 0.1 | -22% | ? | 4% | 5%
O=S(=O)(NN=C1CCCCC1)c1ccccc1 | 8% | 4 | 33% | -0.6 | 21% | -10% | 9% | 8%
O=S1(=O)[C@H]2C[C@@H]3C=C[C@@]2(CN1Cc1cccc(F)c1)O3 | -11% | -5 | -13% | -1.0 | 18% | -14% | -17% | -7%
Cc1cc(NC(=O)C(C)Sc2nc(-c3cccs3)nc3ccccc23)no1 (stereo not given) | -14% | 1 | -4% | -3.2 | 0% | 1% | 12% | -2%
Cn1c(=O)[nH]c(=O)c2c1nc(N/N=C/c1ccncc1)n2Cc1ccc(Cl)cc1 | -15% | 4 | -13% | -0.5 | 5% | -12% | -6% | -3%
O=C(c1cc2cccc([N+](=O)[O-])c2oc1=O)N1CCOCC1 | -3% | 1 | 3% | 1.7 | -7% | 1% | 2% | 10%
Cc1ccc(NC(=O)c2ccc(-c3cc(Cl)ccc3Cl)o2)c(C)c1 | -6% | -7 | -10% | -0.8 | -13% | -2% | 6% | 0%
O=C1CSC(c2ccc(Cl)cc2Cl)N1c1ccccn1 (stereo not given) | -2% | 0 | 2% | -2.1 | -14% | -17% | 9% | 10%
COC(=O)c1ccccc1NC(=O)CCC(=O)N1CCSc2ccccc21 | -2% | 1 | 17% | -2.5 | ? | -9% | 12% | 3%

PLK1 PBD block: hit marks shown above.
Molecule	WRN helicase inh	PI5P4Ka inh	IL-2 act	EPAC1 antag	PLK1 PBD block
CC(C)C1=Nc2cccc3cccc(c23)N1	-4%	-18	-0.5	-7%	9.5µM*

More records
SMILES | WRN helicase inh | PI5P4Ka inh | Abeta yeast res | IL-2 act | EPAC1 antag | PLK1 PBD block | FUS suppressor | EPAC1 ag
CCCCN(Cc1cc2cc(OC)ccc2[nH]c1=O)C(=O)COc1ccccc1 | 4% | -3 | 16% | -3.1 | 0% | -13% | -8% | 9%
O=C(Nc1ccccc1)N1CCC(=S)Nc2ccccc21 | 7% | -2 | 1% | -3.9 | 1% | -6% | 22% | 2%
COc1ccc(CN(CCc2ccccc2)Cc2ccccc2)cc1OC | -2%[11.6 µM] | 21 | -8% | 0.0 | -5% | -8% | -23% | 8%
COc1ccccc1N1CCN(C(=O)c2cc(-c3ccc(C)cc3)on2)CC1 | -20% | / | 1% | 0.1 | -14% | 0% | 33% | ?
CN(NC(=O)COc1ccccc1)c1ccccc1 | -4% | 3 | 8% | -0.6 | -10% | 0% | / | 5%
CCCNC(=O)COc1ncnc2sccc12 | 0% | -11 | -10% | 0.9 | -7% | -13% | 7% | 5%
O=C(CN1C(=O)NC2(CCCCCCC2)C1=O)N1CCc2ccccc2C1 | -9% | -3 | 0% | 0.7 | 1% | -3% | 5% | -1%

Hits appear at their usual frequency; about 4.1% have a hit in one of these screens.
